HTR5A ag: HTR5A agonism, opioid heterodimer counter-screen | P47898 | HTR5A agonist assay, luminescence, cell-based | activation, % at 9.3 µM | 0.61% of 340,000 active; in the data active = activation mostly above about 9.5%, no sharp cut-off; inactive = mostly below about 7.6%;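 note: 0% = cells with vehicle only and 100% = reference agonist; strong numbers were not always called active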
MITF TRPM1 HTS: MITF TRPM1 promoter activation in melanoma cells | SK-MEL-5 TRPM1-promoter luciferase, 24 h; % of positive control, neutral wells = 0 | activation, % at 12.5 µM | 0.75% of 300,000 active | AID 588334;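 active = mean activation of at least 80% with every replicate also reaching 80%; inconclusive = mean reaches 80% but some replicate falls short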;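 note: 0% = neutral control wells and 100% = parthenolide positive control wells; values of inactives mirror those of a sister screen read the other way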
Wnt bcat act: Wnt/beta-catenin pathway activation; Wnt/beta-catenin reporter cell assay, activator, plate reader; activation, % at 9.35 µM; 1.2% of 300,000 active; AID 743398; in the data active = activation above about 30%, passing the limit was not always enough; inconclusive = no clear call, values can overlap the other calls;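 note: 0% = neutral control wells and 100% = positive control wells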
dFosB act: enhances mouse delta FosB homodimer DNA binding; activation, % at 25 µM; P13346; AID 493131; 0.99% of 340,000 active; purified delta FosB, TAMRA-CDK5 oligo fluorescence polarization; percent of positive-control signal above neutral wells;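 active = mean activation above about 17%, with every replicate also reaching it, limit read from the data, passing the limit was not always enough; inconclusive = only one of the two conditions met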;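 note: fluorescence polarization rise as delta FosB binds a TAMRA Cdk5 AP-1 oligo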
SR-BI uptake up: enhances SR-BI lipid uptake from DiI-HDL; CHO ldlA[mSR-BI] cells, DiI-HDL uptake fluorescence, 3 h; 100 = double the neutral-control signal; activation, % at 12.5 µM; 0.096% of 320,000 active;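 active = mean replicate activation of at least 60% and every replicate at or above 60%; inconclusive = mean or all-replicate condition met, but not both; inactive = mean below 60% and not all replicates reaching 60%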;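 note: 0% = median plate neutral-control signal and 100% = twice that signal; values of inactives mirror those of a sister screen read the other way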
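Assay system: CHO ldlA[mSR-BI] cells, LDL receptor-null, SR-BI overexpressing; medium: Ham's F12 with 0.5% BSA, HEPES 25 mM, pH 7.4; also added: DiI-HDL 10 µg/mL; timing: 3 h uptake period with compound, 37 °C; signal: DiI fluorescence, bottom read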
Rtt109 Vps75: blocks Candida albicans Rtt109/Vps75 acetyltransferase activity; Q5AAJ8; purified Rtt109/Vps75, ThioGlo CoA-SH fluorescence, 4 h; inhibition, % at 34.9 µM; 0.16% of 330,000 active; AID 540336;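 active = inhibition of at least 50% in every replicate; inconclusive = best replicate reaches 50% inhibition but some replicates fall short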
Target sequence (Q5AAJ8 whole entry, looked up): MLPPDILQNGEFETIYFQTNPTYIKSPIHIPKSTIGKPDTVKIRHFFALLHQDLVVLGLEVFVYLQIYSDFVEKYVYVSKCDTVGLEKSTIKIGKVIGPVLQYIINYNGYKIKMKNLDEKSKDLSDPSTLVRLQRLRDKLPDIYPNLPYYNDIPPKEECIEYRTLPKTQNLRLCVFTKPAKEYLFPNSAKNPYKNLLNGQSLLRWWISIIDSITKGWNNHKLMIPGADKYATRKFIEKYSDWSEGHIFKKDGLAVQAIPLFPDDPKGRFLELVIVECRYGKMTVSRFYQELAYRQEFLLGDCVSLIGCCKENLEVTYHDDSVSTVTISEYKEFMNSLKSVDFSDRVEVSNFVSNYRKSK
PvdQ acylase: blocks Pseudomonas aeruginosa PvdQ acylase activity. inhibition, % at 10 µM. purified PvdQ acylase, fluorescence plate reader. 0.063% of 340,000 active. AID 488965; in the data active = inhibition above about 30%, passing the limit was not always enough; inconclusive = no clear call, values can overlap the other calls;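 note: 0% = vehicle neutral wells and 100% = reference inhibitor wells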
cardiac RTF act: cardiac RTF calcium sensitization; IANBD-labeled TnC RTF fluorescence at EC20 calcium; 0% EC20 calcium, 100% full calcium; activation, % at 7.2 µM; 0.24% of 340,000 active;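 active = activation above the mean over all tested compounds plus 3 SD, cut at about 30% in these data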;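 note: rise in fluorescence read as greater calcium sensitivity of cardiac thin filaments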
SR-BI DiI inh: inhibitors of mouse SR-BI mediated HDL lipid uptake; Q61009; ldlA[mSR-BI] CHO cells, DiI-HDL uptake fluorescence, 3 h; AID 488896; 0.96% of 320,000 active; inhibition, % at 12.5 µM;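 active = mean replicate inhibition of at least 70% and a set share of replicates each scoring 70 or more; inconclusive = meets just one of the two criteria; inactive = fails both criteria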;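 note: 0% = median of neutral control wells and 100% = median of positive control wells; values of inactives mirror those of a sister screen read the other way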
CDK5 p35 inh: CDK5/p35 (human) kinase inhibition; 0.01% of 330,000 active; inhibition, % at 10 µM; Recombinant CDK5/p35, ADP-Glo luminescence, 60 min; Q00535+Q15078;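 active = highest replicate inhibition of at least 50% and at least 75% of replicates reaching 50%; inconclusive = only one of the two criteria met; inactive = both criteria failed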;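 note: plate controls were DMSO neutral control for no effect and GW8510 at 10 µM for full effect; many of its hits are not listed in these tables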
Target sequence (Q00535 whole entry, looked up): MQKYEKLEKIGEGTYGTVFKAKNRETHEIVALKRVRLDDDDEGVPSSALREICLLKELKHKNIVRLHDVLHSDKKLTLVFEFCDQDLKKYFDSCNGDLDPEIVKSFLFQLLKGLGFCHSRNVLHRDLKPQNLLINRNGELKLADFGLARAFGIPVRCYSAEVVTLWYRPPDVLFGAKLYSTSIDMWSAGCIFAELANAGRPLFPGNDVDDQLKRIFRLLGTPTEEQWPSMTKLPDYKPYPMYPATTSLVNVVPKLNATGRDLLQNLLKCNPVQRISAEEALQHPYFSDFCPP
Target sequence (Q15078 whole entry, looked up): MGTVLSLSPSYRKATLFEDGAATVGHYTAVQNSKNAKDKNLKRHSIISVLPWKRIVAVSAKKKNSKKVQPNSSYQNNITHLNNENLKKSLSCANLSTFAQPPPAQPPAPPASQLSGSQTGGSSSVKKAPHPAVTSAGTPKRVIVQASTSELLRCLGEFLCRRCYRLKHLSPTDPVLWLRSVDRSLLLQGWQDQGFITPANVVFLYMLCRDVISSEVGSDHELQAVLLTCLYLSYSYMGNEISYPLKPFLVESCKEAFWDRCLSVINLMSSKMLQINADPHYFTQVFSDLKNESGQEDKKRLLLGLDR
An asterisk follows results filed as active; ? = inconclusive; / = not tested or not shown. Rows are unselected. About 4.4% of those tested had a hit in this group.

SMILES	HTR5A ag	MITF TRPM1 HTS	Wnt bcat act	dFosB act	SR-BI uptake up	Rtt109 Vps75	PvdQ acylase	cardiac RTF act	SR-BI DiI inh	CDK5 p35 inh
Cc1cc(C)cc(NC(=O)c2sc3nc4n(c(=O)c3c2C)CCC4)c1	-1	38	3	-11	-4	-6	4	-5	4	-2.6
Cc1cccc(NC(=O)CN2CCSc3ccccc32)c1	-2	0	-3	-10	24	2	2	2	-24	0.0
CC(C)n1cc(/C=C2\NC(=O)N(c3cccc(Cl)c3)C2=O)c2ccccc21	-1	-6	-1	-3	-98	-13	-13	6	98*	1.4
CCN(c1ccccc1)S(=O)(=O)c1ccc(C(=O)Nc2nnc(CSC)o2)cc1	0	5	-4	-3	11	-4	-11	-8	-11	-2.3
CCN(CC)S(=O)(=O)c1ccc(C(=O)NC2=C(C(=O)OC)SCC2)cc1	2	3	/	-8	-15	1	-17	-6	15	2.2
COc1ccc(-n2nnnc2SCC(N)=O)cc1	-2	4	-1	1	-9	-5	-7	4	9	0.6
Cc1c(C)[n+](=O)c2c(n1[O-])CCC2	-8	6	/	-2	-53	-3	-7	-3	53	1.2
CC(C)C[C@H](NC(=O)c1[nH]cnc1C(=O)N[C@@H](Cc1ccccc1)C(=O)OC(C)(C)C)C(=O)OCc1ccccc1	-1	1	-19	-2	-7	-29	-23	6	7	-1.9
Cc1ccc(NC(=O)CCC(=O)NNS(=O)(=O)c2ccccc2)cc1C	-3	2	/	-2	18	0	-12	-4	-18	1.5
N#CC1=C(N)N(c2ccccc2Sc2ccccc2)C(=O)C1	0	-11	/	7	6	4	7	-5	-6	-1.6
CC(C)c1nc2cc(C(=O)N(C)Cc3ccc(F)cc3)ccc2o1	-1	13	12	-5	-10	5	-3	0	10	-0.1
COc1cc(C(=O)NNC(=O)CN2C(=O)NC3(CCCC3)C2=O)cc(OC)c1OC	-2	0	2	4	8	-1	-13	-4	-8	1.4
O=C(Nc1nnc(-c2ccc(Cl)cc2)o1)c1nc2ccccc2s1	-10	-2	-3	-4	1	6	-8	4	-1	-0.1
NC(=O)c1sc2nc3c(c(-c4ccc(Cl)cc4)c2c1N)CCCC3	-1	/	-2	-11	-33	4	-13	0	33	7.4
O=C(NC1CCN(C(=O)N2c3ccccc3Sc3ccccc32)CC1)c1ccccc1Cl	-6	-9	/	-6	-36	/	7	6	36	3.6
CC12CCC(C1)C(C)(C)C2NS(=O)(=O)c1ccc(F)cc1 (stereo not drawn)	2	0	-3	-6	6	-2	-10	-1	-6	-1.0
CCN(CC)S(=O)(=O)c1ccc(NC(=O)c2cccnc2Cl)c(NC(=O)c2cccnc2Cl)c1	/	-74	-7	-1	-24	-3	-11	/	24	0.0
Cc1c(Nc2nc3ccccc3n3cnnc23)cccc1[N+](=O)[O-]	6	-27	2	0	-2	-3	2	-4	2	0.4
CC(C)[C@H](NC(=O)[C@@H]1Cc2c([nH]c3ccccc23)C2c3ccccc3C(=O)N21)C(=O)NCC1CCCO1 (stereo partly drawn)	3	-6	-1	-1	-40	30	5	15	40	0.3
COc1ccc(OC)c(C(c2nnnn2CCc2ccccc2)N2CCC(C(N)=O)CC2)c1 (stereo not drawn)	-2	/	/	1	11	-6	-6	-2	-11	0.2
O=C(Cn1ccc(=O)[nH]c1=O)NCCO	-1	-8	0	-2	3	2	-5	6	-3	-5.4
Cc1cc(C)c2c(c1)NC(C(=O)O)C1CC=CC21 (stereo not drawn)	1	/	0	-12	-7	6	9	-8	7	-4.8
Cc1onc(-c2ccccc2)c1CNC(=O)CN1C(=O)c2ccccc2C1=O	-1	-5	0	-6	9	-2	-9	-2	-9	2.3
Cc1ccc(-c2nnc(-c3ccccc3Br)o2)cc1	0	/	27	-13	24	2	-14	0	-24	1.1
C[C@@H](C(=O)NCc1ccccc1)[C@H]1C[C@]1(C)[C@H](NC(=O)OCc1ccccc1)c1ccccc1	1	-1	-2	5	10	5	2	8	-10	1.1
CCCCN(C(=O)c1ccc([N+](=O)[O-])s1)c1c(N)n(CCCC)c(=O)[nH]c1=O	-4	-24	-1	-4	-55	0	6	2	55	-1.0
Cn1c(SCC(=O)NCC2CCCO2)ncc(C(=O)Nc2ccccc2)c1=O (stereo not drawn)	-1	-18	18	-7	10	-381	-6	-10	-10	-0.1
CN(C)c1cccc(C(=O)N/N=C/c2ccoc2)c1	2	67	23	2	2	-13	0	3	-2	1.7
CCNc1nc(NCC)nc(C(=O)NN)n1	0	-5	/	-13	5	23	-5	8	-5	-4.7
O=C(CNc1cc(S(=O)(=O)N2CCCC2)ccc1OCC(F)(F)F)Nc1cccc(C(F)(F)F)c1	1	3	-2	-4	/	5	10	6	/	-1.7
O=C(N/N=C/c1ccccn1)c1ccc(Cl)cc1	-1	-13	20	-11	8	-8	-7	-1	-8	1.0
Cn1c(/C=C/c2ccc([N+](=O)[O-])o2)nc2ccccc2c1=O	-1	-84	/	7	-27	-1	-12	3	27	-1.0
Clc1ccccc1OCCCCN1CCCC1	1	2	-1	-4	20	-4	-12	5	-20	-0.4
COCCn1c(SCC(=O)NC(=O)NC(C)(C)C)nc2ccccc21	1	7	/	-12	0	-15	-15	3	0	-2.2
CCNC(=O)COC(=O)c1ccc(-c2nc3ccccc3s2)s1	10	21	3	10	9	-3	4	3	-9	2.5
C/C(=N\NC(=O)c1ccc(O)cc1)c1cccc(NC(=O)c2ccc(Cl)cc2)c1	1	/	26	11	-54	6	-1	3	54	-3.6
Cc1ccc(CNCCCn2cnc3c(OCc4ccccc4)ncnc32)o1	3	3	-1	-13	-23	-2	-6	-2	23	-2.7
O=C(COC(=O)C1CC1)NCCNC(=O)COC(=O)C1CC1	4	14	3	-1	29	-4	-14	4	-29	-0.4
CCN(CCn1cccn1)Cc1nc(Cc2cccc(F)c2)no1	-1	3	-1	-11	-12	4	-2	0	12	-0.4
CCN(CC)S(=O)(=O)c1ccc(NC(=O)c2ccc(N3CCCC3=O)cc2)cc1	1	-8	-3	2	-52	2	-8	0	52	0.8

Single records, from the list above. Order of values: HTR5A ag | MITF TRPM1 HTS | Wnt bcat act | dFosB act | SR-BI uptake up | Rtt109 Vps75 | PvdQ acylase | cardiac RTF act | SR-BI DiI inh | CDK5 p35 inh
Results for Clc1ccccc1OCCCCN1CCCC1 → 1 | 2 | -1 | -4 | 20 | -4 | -12 | 5 | -20 | -0.4
Results for C/C(=N\NC(=O)c1ccc(O)cc1)c1cccc(NC(=O)c2ccc(Cl)cc2)c1 → 1 | / | 26 | 11 | -54 | 6 | -1 | 3 | 54 | -3.6

(listing goes on)
SMILES	HTR5A ag	MITF TRPM1 HTS	Wnt bcat act	dFosB act	SR-BI uptake up	Rtt109 Vps75	PvdQ acylase	cardiac RTF act	SR-BI DiI inh	CDK5 p35 inh
CSc1ncccc1C(=O)OCc1ccccc1	1	78	/	13	-4	-2	-7	-2	4	0.8
CCCC(C)C(=O)NCc1ccncc1 (stereo not drawn)	-2	-7	0	1	8	1	-11	0	-8	-1.5
O=C(CNS(=O)(=O)c1ccc(Br)s1)NCc1ccccc1	3	1	-4	0	/	46	-3	-5	/	-0.9
O=C(Cn1c(-c2ccccc2)noc1=O)Nc1ccc(N2CCCCCC2)cc1	5	-1	-3	-6	-25	7	-10	-4	25	3.5
COc1ccccc1Nc1ncnc2c1c(C)c(C)n2CCO	-4	31	12	-12	-28	-6	-13	0	28	0.3
O=C(Cn1[nH]c(=O)c2ccccc2c1=O)OCC(=O)N1CCc2ccccc2C1	-4	/	/	-9	12	-8	-12	3	-12	2.2
CCn1c(SCC(=O)NNC(=O)c2ccc(OC)cc2)nnc1-c1cccnc1	1	-9	0	3	-6	-2	-4	2	6	0.6
CC(C)CNC(=S)NNC(=O)c1ccc2c(c1)OCO2	-6	-9	/	-3	15	3	5	3	-15	-1.9
COc1cccc(NC(=O)CSc2nnc(NC(=O)c3ccco3)s2)c1	4	0	-1	0	22	-2	9	2	-22	0.6
COc1ccc(-n2c(-c3ccc(Cl)cc3Cl)n[nH]c2=S)c(OC)c1	-1	/	1	-9	-12	-1	-16	0	12	3.0
O=C(NC1CCCCC1)C1CCN(C(=O)NCc2ccccc2)CC1	10	3	-3	3	10	6	-1	0	-10	-1.4
COc1ccc(CSc2nc(C)cc(=O)[nH]2)cc1Br	0	5	/	-7	28	-1	7	-4	-28	0.7
CC(C)(C)c1ccc(C(=O)NCC(=O)OCC(=O)c2ccc3c(c2)-c2ccccc2C3)cc1	2	15	/	-9	-25	-9	2	2	25	-0.4
O=c1[nH]cnc2nc3n(c12)CCCCC3	-5	-7	/	2	11	-6	-8	-3	-11	-0.7
NC(=O)/C(=C\c1ccco1)NC(=O)c1ccc(Br)o1	1	8	-1	-1	11	-1	-10	9	-11	-1.1
N#CC1=C(Nc2ccccc2)SC=C(c2ccc(Cl)c(Cl)c2)N=C1N1CCOCC1	3	1	0	-12	-11	7	1	-2	11	0.4
CCc1ccc(NCc2nc3ccccc3c(=O)[nH]2)cc1	0	21	35*	0	1	10	7	-1	-1	1.0
O=C(NC1CCCCC1)C(c1ccc(F)cc1)N(Cc1ccco1)C(=O)c1csnn1 (stereo not drawn)	-2	9	2	-8	10	10	6	-3	-10	4.5
CC(C(=O)NC1C(=O)N2C(C(=O)O)=C(CSc3nnnn3C)CSC12)n1cc(Cl)cn1 (stereo not drawn)	2	-3	0	0	15	-10	-14	3	-15	-1.4
COc1ccc(NC(=O)C2CCCN2S(=O)(=O)c2ccc3c(c2)CC(C)N3C(C)=O)cc1OC (stereo not drawn)	4	14	1	-10	21	-4	-5	0	-21	/
Cc1cc(OC(C)C(=O)NCC(O)c2ccccc2)c2c(C)c(C)c(=O)oc2c1 (stereo not drawn)	-3	8	-1	-11	?	-1	-2	2	-180	-1.3
Oc1ccc(N2CCN(Cc3c(-c4ccccc4)nc4ccccn34)CC2)cc1	3	16	-4	-14	15	-9	-11	-6	-15	2.5
O=C(O)C1=C[C@@H](c2ccc3c(c2)OCO3)C[C@@H](OCc2ccc(CO)cc2)O1	-4	4	0	-3	2	4	-5	-14	-2	0.1
O=C(Nc1ccc(Oc2ccccc2)cc1)c1ccco1	-2	?	/	-5	22	19	6	1	-22	0.6
CC(=O)c1c(C)[nH]c(C(=O)COC(=O)c2ccc(C)s2)c1C	2	28	1	-3	1	-4	-4	2	-1	2.0
NC(=O)Cn1c(=O)n(CCC(=O)Nc2ccc(F)cc2)c(=O)c2sccc21	-1	7	-1	4	14	-1	-15	-3	-14	/
O=C(Nc1ccc(OCC(F)(F)C(F)F)cc1)c1ccncc1	1	-5	1	0	3	0	-7	12	-3	2.5
Cc1ccc(C(=O)N(CC(=O)NC2CCCCC2)c2ccccc2F)s1	3	37	0	-2	2	0	-14	5	-2	-0.1
COc1ccc2nc(NNC(=O)c3cc(=O)c4ccccc4o3)sc2c1	3	-7	9	-8	-59	0	-2	6	59	0.1
CCC(C)NC(=O)Nc1ccc(Br)cc1 (stereo not drawn)	9	19	/	-1	-8	/	-12	-8	8	-1.2

Assay outcomes deposited in PubChem by several laboratories.
